# HKDC1 inhibitor: blocks human hexokinase HKDC1 activity | AID 493160 | Q2TB90 | 340,000 compounds, 0.16% hits | inhibition, % at 20 µM | recombinant HKDC1, G6PDH/diaphorase resazurin coupled fluorescence;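 active = inhibition above about 35% when tested at 20 µM, limit read from the data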;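 note: plate controls were DMSO wells with enzyme for no effect and DMSO wells lacking enzyme for full effect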
# Target sequence (Q2TB90 whole entry, looked up): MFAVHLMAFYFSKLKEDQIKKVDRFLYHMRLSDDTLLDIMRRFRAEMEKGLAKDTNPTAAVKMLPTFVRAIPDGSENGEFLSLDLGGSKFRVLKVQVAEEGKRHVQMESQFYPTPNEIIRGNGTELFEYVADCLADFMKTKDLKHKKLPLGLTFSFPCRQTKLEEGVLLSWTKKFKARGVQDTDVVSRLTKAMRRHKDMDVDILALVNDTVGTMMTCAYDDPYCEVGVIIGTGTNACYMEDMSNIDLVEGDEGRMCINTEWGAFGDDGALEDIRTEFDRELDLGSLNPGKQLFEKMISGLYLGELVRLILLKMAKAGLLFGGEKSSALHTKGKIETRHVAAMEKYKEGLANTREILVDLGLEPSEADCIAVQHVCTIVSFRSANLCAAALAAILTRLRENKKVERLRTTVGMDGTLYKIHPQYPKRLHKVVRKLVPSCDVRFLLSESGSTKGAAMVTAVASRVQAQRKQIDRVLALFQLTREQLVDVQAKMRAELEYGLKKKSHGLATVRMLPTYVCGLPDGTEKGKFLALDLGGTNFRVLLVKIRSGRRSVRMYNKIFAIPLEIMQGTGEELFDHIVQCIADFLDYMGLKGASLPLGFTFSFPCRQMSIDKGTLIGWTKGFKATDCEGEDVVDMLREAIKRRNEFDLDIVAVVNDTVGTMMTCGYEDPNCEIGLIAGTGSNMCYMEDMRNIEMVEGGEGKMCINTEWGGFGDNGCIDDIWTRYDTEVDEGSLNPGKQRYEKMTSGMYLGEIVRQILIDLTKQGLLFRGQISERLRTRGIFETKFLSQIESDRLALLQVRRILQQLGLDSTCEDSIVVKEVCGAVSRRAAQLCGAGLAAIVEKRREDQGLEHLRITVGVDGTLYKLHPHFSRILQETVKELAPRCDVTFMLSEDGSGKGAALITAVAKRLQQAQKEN
#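 Test system: HK5 enzyme. Quantity: 5 µg/mL HK5 final. Reagent: glucose and ATP substrates. Schedule: 90 min reaction incubation at room temperature, dark. Technique: resazurin-to-resorufin fluorescence via G6PDH and diaphorase coupling, 525/613 nm. Control set: DMSO wells with and without enzyme mix.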
# APOBEC3A inh: blocks human APOBEC3A ssDNA deamination; recombinant A3A, FAM/TAMRA ssDNA deamination fluorescence; P31941; 330,000 compounds, 0.41% hits; AID 493011; inhibition, % at 20 µM;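 active = at least 40% inhibition at 20 µM here, with at most 30% in a related deaminase screen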;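 note: plate controls were A3A with DMSO for no effect and wells lacking A3A enzyme for full effect; some results filed as inactive read as strong as hits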
# hIAP block: blocks human intestinal alkaline phosphatase | AID 2544 | P09923 | 330,000 compounds, 0.12% hits | inhibition, % at 10 µM | purified IAP, CDP-Star luminescence, 30 min;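 active = inhibition reaching a set limit with compound at 10 µM in the primary screen, cut at about 35% in these data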;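 note: plate controls were DMSO wells with enzyme for no effect and no-enzyme buffer wells for full effect; values of inactives mirror those of a sister screen read the other way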
# PfGluPho inh: PfG6PD (Plasmodium falciparum) enzyme inhibition; 350,000 compounds, 0.78% hits; PfGluPho enzyme, NADPH resazurin-diaphorase fluorescence; inhibition, % at 20 µM;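 active = inhibition reaching at least a set limit at 20 µM in the primary screen, cut at about 59% in these data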;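 note: 0% = DMSO wells with substrate and 100% = DMSO wells lacking glucose-6-phosphate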
# hIAP activ: increases human intestinal alkaline phosphatase activity; P09923; purified human IAP, CDP-Star luminescence, 30 min; stronger effect = higher value; 1 = vehicle-only enzyme, 0 = enzyme-free background; activation factor at 10 µM; 330,000 compounds, 0.16% hits;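 active = activation factor of the enzyme at least 2-fold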; note: the source names both 10 and 20 µM as test concentration; values of inactives mirror those of a sister screen read the other way
# ATG4B inh: ATG4B (human) cysteine protease inhibition | Q9Y4P1 | ATG4B cleavage of LC3-PLA2, NBD-HPC fluorescence, 1 h | inhibition, % at 8.33 µM | 340,000 compounds, 0.51% hits | AID 504462; in the data active = inhibition above about 40%
# mIAP activ: mouse IAP activation; muIAP, CDP-Star luminescence, 30 min; stronger effect = higher value; 1 = vehicle-only enzyme signal, 0 = enzyme-free wells; activation factor at 10 µM; 330,000 compounds, 0.24% hits; AID 2805;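 active = activation factor of at least 2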; note: the source names both 10 and 20 µM as test concentration; values of inactives mirror those of a sister screen read the other way
#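 System: Mouse IAP enzyme | Also added: CDP-Star substrate | Dosing: Compounds dispensed in DMSO | Schedule: 30 min enzyme-substrate-compound incubation at room temperature | Technique: Chemiluminescence readout | Control set: DMSO-only wells and no-enzyme negative control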
# mIAP inh: mouse IAP inhibition | purified mouse IAP, CDP-Star luminescence, 30 min | inhibition, % at 10 µM | 330,000 compounds, 0.2% hits;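 active = inhibition of at least 40% at 10 µM in the primary screen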;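 note: plate controls were DMSO with enzyme for no effect and no enzyme wells for full effect; values of inactives mirror those of a sister screen read the other way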
# * hit, by the source's call; x = not tested or not shown. Not all compounds are listed; count on the stated rates, not on these rows.
SMILES,hIAP block,HKDC1 inhibitor,hIAP activ,APOBEC3A inh,PfGluPho inh,mIAP activ,ATG4B inh,mIAP inh
N#CCCn1cc(C(=O)NCc2ccccc2)c(-c2ccc3c(c2)OCCO3)n1,-21,-7,1.2,4,-5,0.98,5,2
Cc1ccc(C)c(NC(=O)CCNC(=O)N2C[C@H]3C[C@@H](C2)c2cccc(=O)n2C3)c1,20,-5,0.8,-2,0,0.81,-20,18
COc1ccccc1NC(=O)c1cn(CCC#N)nc1-c1ccc(F)cc1,0,-5,1,-4,-10,1,6,-1
O=C1CSC2N1CCNC21CCCCC1 (centres undefined),6,-5,0.94,-3,11,0.96,-1,4
Cc1ccc(OCC(=O)NCCN2CCN(C(=O)COc3ccc(C)cc3)CC2)cc1,-1,-1,1,1,-15,1,-10,-4
COc1ccc(OC)c(CN2CCN(C(=O)COc3cccc(C)c3)CC2)c1,4,-11,0.96,10,-20,1,-7,-2
Cc1sc2nc(COC(=O)Cc3ccccc3)[nH]c(=O)c2c1C,15,2,0.85,0,2,0.96,-5,4
CN1C(=O)N(C)C(=O)C2(Cc3cc([N+](=O)[O-])ccc3N(C)C2)C1=O,13,-1,0.87,1,-5,0.9,6,10
CC1CN2c3ccc([N+](=O)[O-])cc3CC3(C(=O)N(C)C(=O)N(C)C3=O)C2C(C)O1 (centres undefined),7,-9,0.93,-1,-7,1,-4,-3
Cc1c(O)ccc(C(=O)CN2CC(C)OC(C)C2)c1O (centres undefined),-12,1,1.1,-8,6,1,-11,-4
COc1ccc2c3c1OC1C(O)C=CC4C(C2)[N+](C)(C)CCC341 (centres undefined),-9,1,1.1,71*,29,1,-4,0
CC/C(=N\Nc1ccccc1)c1c(O)n(-c2ccccc2)c(=O)[nH]c1=O,-33,-2,1.3,0,2,1.1,-7,-6
N#Cc1c(/N=C/c2ccc(O)cc2O)sc2c1C1CCN2CC1,18,0,0.82,-9,4,0.81,-10,19
Cc1ccc2c(c1)CC1(CN2C)C(=O)NC(=O)N(C(C)C)C1=O (centres undefined),-4,6,1,0,1,0.95,4,5
Cc1ccc(C(=O)C2CN3CCC2CC3)cc1 (centres undefined),-7,4,1.1,0,-8,1,1,-2
COC(=O)C1=C(c2ccc(Cl)c(C(F)(F)F)c2)C[C@@H]2CC[C@H]1N2C(=O)NCCO,22,-3,0.79,-2,12,0.9,-14,10
COc1ccc(CCNCc2ccc(OC)c(OC)c2OC)cc1,-1,6,1,-1,-6,0.99,-6,0
BrCC(Br)(Br)Br,-1,5,1,2,1,0.95,-4,5
CCOC(=O)C1(CCc2ccccc2)CCN(Cc2ccco2)CC1,-17,-6,1.2,-4,-10,0.9,-6,10
CN(C)C(Cc1ccc(C#N)cc1)C(=O)c1ccccc1 (centres undefined),13,-15,0.87,-2,8,1,0,-4
O=C(c1cccc(C(F)(F)F)c1)N1C[C@H]2C[C@@H](C1)c1cccc(=O)n1C2,5,-2,0.95,1,0,1,-8,-5
O=C(COc1ccc(Cl)cc1)N1CCN(Cc2ccc([N+](=O)[O-])cc2)CC1,7,-9,0.93,-4,6,0.87,1,13
O=C1/C(=C/c2ccccc2)C[C@@]2(O)[C@H]3Cc4ccc(O)c5c4[C@@]2(CCN3CC2CC2)C1O5 (some centres undefined),-7,10,1.1,1,39,0.95,-14,5
COc1nc(NC(C)C)nc(NC(C)C)n1,8,-5,0.92,-17,-23,0.99,-8,1
CN(C)CCN=Cc1c(O)n(-c2cccc3ccccc23)c(=O)[nH]c1=O,-15,-7,1.1,2,2,1,1,-5
CC(=NCc1cccnc1)c1c(O)n(Cc2ccccc2)c(=O)[nH]c1=O,2,-2,0.97,-1,-14,0.9,-1,10
CC(C)CCNC(=O)c1cc(C(=O)c2cc(F)ccc2O)cn(CCC(C)C)c1=O,4,-12,0.96,2,12,0.86,-6,14
CCN(CC)P(=O)(c1n(CC)cc[n+]1CC)N(CC)CC,12,-10,0.88,86*,-24,1,-1,-3
CCn1c(C)c(C(=O)O)c2cc(OC)ccc21,-10,-7,1.1,-3,10,1.1,-2,-6
O=P(N1CCCCC1)(N1CCCCC1)C(Cl)(Cl)Cl,8,-3,0.92,-4,-8,0.98,-1,2

# 2 consecutive compounds already listed, quoted:
SMILES,hIAP block,HKDC1 inhibitor,hIAP activ,APOBEC3A inh,PfGluPho inh,mIAP activ,ATG4B inh,mIAP inh
CCn1c(C)c(C(=O)O)c2cc(OC)ccc21,-10,-7,1.1,-3,10,1.1,-2,-6
O=P(N1CCCCC1)(N1CCCCC1)C(Cl)(Cl)Cl,8,-3,0.92,-4,-8,0.98,-1,2

# Next structures:
SMILES,hIAP block,HKDC1 inhibitor,hIAP activ,APOBEC3A inh,PfGluPho inh,mIAP activ,ATG4B inh,mIAP inh
CCOCCN1CCN(c2nnc3n2-c2ccc(Cl)cc2C(c2ccccc2Cl)=NC3)CC1,17,-9,0.83,-1,5,1,-1,-2
Cc1ccccc1NC(=O)c1cc(-c2ccccc2)n(CCCN2CCOCC2)c1C,-28,1,1.3,2,-9,0.94,1,6
CC[C@H]1CN(C)C[C@@]2(C(=O)OC)Cc3c([nH]c4ccccc34)C(=O)C[C@@H]12,-8,-3,1.1,-1,10,0.96,-8,4
COc1cccc(OC)c1C(=O)Nc1nc(N)n(-c2ccccc2)n1,0,-4,1,3,-11,1.1,0,-9
COc1ccc(O)c(CN2CCCC(C(=O)c3ccccc3SC)C2)c1 (centres undefined),6,0,0.94,0,10,0.93,11,7
COC(=O)C1=C(c2cccc(OC)c2OC)C[C@@H]2CC[C@H]1N2C(=O)N1CCOCC1,3,1,0.97,-1,-4,0.97,2,3
COC(=O)C1=C(c2ccccc2)C[C@@H]2CC[C@H]1N2C(=O)NCCCOC(C)C,7,-1,0.93,-2,-18,0.93,3,7
CC1(C)CC(=O)C(C=NCCN2CCN(C(=O)Cc3ccc(Cl)cc3)CC2)=C(O)C1,0,-7,1,-4,2,0.98,-8,2
CC(=O)c1ccc(OCC(=O)N2CCCC(N3CCN(c4ccccc4C)CC3)C2)cc1 (centres undefined),-17,-1,1.2,-2,5,0.91,0,9
CCc1ccccc1N1C(=O)/C(=C/c2ccc(N3CCN(C)CC3)o2)C(=O)NC1=S,2,-1,0.98,17,9,0.83,3,17
COC(=O)C1=C(c2c(C)noc2C)C[C@@H]2CC[C@H]1N2C(=O)N1CCC(O)CC1,-12,-2,1.1,-1,0,0.95,-7,5
COC(=O)C1=C(C)OC(N)=C(C#N)C12C(=O)Nc1ccccc12 (centres undefined),4,-2,0.96,2,5,0.91,-41,9
CC1=NN(c2ccccc2)C(=O)/C1=C/c1c(O)[nH]c(=O)[nH]c1=O,12,-6,0.88,-3,9,0.91,-12,9
Cc1ccccc1-n1c(C)nc2ccccc2c1=O,8,-10,0.92,-3,-2,0.94,-8,6
O=c1c2ccccc2nc(CSc2ncnc3nc[nH]c23)n1-c1ccccc1Cl,10,-1,0.9,7,6,0.9,1,10
CC(C)n1c(=O)c(C=Nc2ccc(S(N)(=O)=O)cc2)c(O)n(Cc2ccco2)c1=O,18,6,0.82,7,11,1.2,-13,-17
Cc1[nH]c2ccccc2c1C(=O)C(=O)N1CC2CC(C1)c1cccc(=O)n1C2 (centres undefined),-5,-3,1.1,1,6,1.1,-10,-13
COC(=O)C1=C(c2ccc(OC)c(OC)c2)C[C@@H]2CC[C@H]1N2C(=O)NCCOc1ccccc1,-2,-9,1,0,5,0.97,1,3
COC(=O)C1=C(c2ccccc2)C[C@@H]2CC[C@H]1N2C(=O)NC1CCCCC1,12,1,0.88,-4,-10,1,12,-3
COc1ccc(CCNC(=O)COC(=O)Cc2ccccc2)cc1,-7,-6,1.1,-4,-10,1.1,-5,-7
CCCCCc1nc2ccccc2c(=O)n1-c1ccc(Cl)cc1[N+](=O)[O-],-2,-9,1,2,-1,0.9,15,10
CCC(C)C(NC(=O)CCCNC(=O)CCC(=O)OC1O[C@H]2OC3(C)CC[C@H]4[C@H](C)CCC(C1C)C24OO3)C(=O)O (some centres undefined),6,x,0.94,-6,x,1,x,-1
CSc1nnc(C2CCNCC2)n1C,0,1,0.99,1,2,1,-9,-3
CCN(CC)S(=O)(=O)c1cccc(N=Nc2c(O)n(CC)c(=S)n(CC)c2=O)c1,25,-5,0.75,6,0,0.94,-1,6
O=C(c1ccco1)c1cn(Cc2ccc(Cl)cc2)c2ccccc12,8,3,0.92,1,3,0.82,-2,18
Cc1ccc2c(c1)C1C[N+](C)(CC(=O)c3ccc(Cl)cc3Cl)CCC1N2C(=O)c1ccc(F)cc1 (centres undefined),3,-2,0.97,79*,16,0.91,-6,9
CCOc1ccc2c(c1)c(C(C)=O)c(C)n2Cc1ccco1,11,0,0.89,0,-7,0.98,-17,2
CCOc1ccc(NC(=O)N2C[C@H]3C[C@@H](C2)c2cccc(=O)n2C3)cc1,9,0,0.91,5,2,1,-10,-1
O=C(O)C1C2CC3CC(C2)CC1(n1ncc(N2CCC4(CC2)OCCO4)c(Cl)c1=O)C3 (centres undefined),-40,0,1.4,2,-10,0.97,4,3
Cc1sc2ncn(CC(=O)NCCCC(=O)N3CCC4(CC3)OCCO4)c(=O)c2c1C,-7,-1,1.1,0,2,1,8,-1
COc1cccc(N2C(=O)CC(=O)NC2=O)c1,-1,-8,1,0,-4,0.95,-5,5
CCCCC(=O)N/N=C/c1c(O)n(CC)c(=S)n(CC)c1=O,8,-11,0.92,-7,-30,0.89,-3,11
O=C1NCN(c2ccccc2)C12CCNCC2,-4,0,1,2,-5,1,8,-4
CCCc1nc2ccccc2c(=O)n1-c1ccc(O)cc1,4,-3,0.96,-2,-19,1,-4,-1
Cc1ccc(-n2c(O)c(C=NCCN3CCOCC3)c(=O)[nH]c2=O)cc1,-27,-3,1.3,1,-15,0.96,-16,4
CN(C)CCNC(=O)c1cccn(Cc2cccc(C(F)(F)F)c2)c1=O,-5,-10,1.1,0,-10,0.97,-14,3
C=C1C(=O)O[C@@H]2C[C@@H](C)[C@H]3C=CC(=O)[C@]3(O)C[C@@H]12,7,2,0.93,0,31,0.94,3,6
CN(C)CC1CCCCC1=O (centres undefined),-6,-5,1.1,-1,13,1.1,-8,-9
COc1ccccc1N1CCN(Cc2cc(C)c(C)cc2O)CC1,-4,-4,1,0,0,0.99,0,1
Cc1nn(Cc2ccc(Cl)cc2Cl)c(Cl)c1C(=O)NC1CCCc2ccccc21 (centres undefined),5,-12,0.95,-4,2,1.2,-6,-20
CCN(CC)CCCN=Cc1c(O)n(Cc2ccc(F)cc2)c(=O)[nH]c1=O,-8,-4,1.1,0,0,0.93,-4,7
COc1ccc(N=Cc2c(O)n(Cc3cccs3)c(=O)[nH]c2=O)cc1,-8,8,1.1,-3,-7,1,-8,0
COC(=O)C1=C(c2ccc(F)cc2OCc2ccccc2)C[C@@H]2CC[C@H]1N2C(=O)NCCc1ccc(F)cc1,0,-1,0.99,-2,17,1.5,-4,-50
COc1ccccc1N1CCN(Cc2ccc3c(c2)OCO3)CC1,-12,-2,1.1,0,5,1,-13,-4
O=Cc1cn(Cc2cccc(F)c2)c2ccccc12,-10,0,1.1,4,-14,1,0,0
Cn1c(O)c(C=NCCCC(=O)O)c(=O)n(C)c1=O,-3,6,1,0,5,0.91,-13,9

# High-throughput results deposited in PubChem by Sanford-Burnham Center for Chemical Genomics.
